# Compound activity (PubChem BioAssay)
# PRMT1 FP inh: PRMT1 methyltransferase inhibitors, primary screen, biochemical, fluorescence polarization | recombinant PRMT1, activity-based probe fluorescence polarization | Protein arginine N-methyltransferase 1 (Homo sapiens), Q99873 | inhibition, % at 2.79 µM | 1.3% of 370,000 active | AID 652257, 2013;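 active = inhibition above about 21% made by adding two undisclosed values, limit read from the data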
# rCAG RNA binder: binders of r(CAG) RNA repeats, primary screen, biochemical, fluorescence | r(CAG) RNA repeat, TO-PRO-1 dye displacement fluorescence | 1.3% of 370,000 active | inhibition, % at 3 µM;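 active = inhibition above the plate cutoff, the mean of all test compounds on that plate plus 3 SD, cut at about 35% in these data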;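 note: 0% = DMSO alone and 100% = 100 µM mitoxantrone as full dye displacement; higher means more dye released from RNA so lower well fluorescence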
# LEDGF integ inh: blockers of LEDGF/p75-dependent integrase strand transfer – biochemical, TR-FRET, high throughput, primary screen; HIV-1 integrase (with human LEDGF/p75); TR-FRET IN-LEDGF/p75 DNA integration, Eu/Cy5; inhibition, % at 3.7 µM; 0.64% of 370,000 active;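 active = inhibition above the screen-wide mean plus 3 SD, cut at about 13% in these data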;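 note: signal is the Cy5 over europium emission ratio at 671 and 618 nm; 0% = plate median of compound wells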
# PG9 binder: binders of HIV-1 gp120 antibody PG9, primary screen, biochemical, TR-FRET; AID 624416, 2012; TR-FRET gp120-PG9 antibody binding; inhibition, % at 6.7 µM; 0.43% of 360,000 active; in the data active = inhibition above about 8.5%
# TCR CD3 inh: inhibitors of human TCR-CD3 interaction, primary screen, biochemical, fluorescence, TAMRA-labeled TCR probe | T-cell receptor (TCR) | inhibition, % at 9.4 µM | 0.37% of 360,000 active; in the data active = inhibition above about 19%;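 note: recombinant mutant TCR 2C K166C tagged with TAMRA read by polarization; 0% = receptor in buffer alone and 100% = receptor with positive control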
# mABHD4 FP: ABHD4 inhibitors, primary screen, biochemical, fluorescence polarization, mouse | (Lyso)-N-acylphosphatidylethanolamine lipase (Mus musculus), Q8VD66 | purified mABHD4, FP-Rh probe fluorescence polarization | inhibition, % at 8.92 µM | 0.54% of 370,000 active | AID 720543, 2013;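 active = inhibition exceeding the mean over every tested compound plus 3 SD, cut at about 30% in these data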;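 note: 0% = plate median of compound wells and 100% = S159A mutant with DMSO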
# Target sequence (Q8VD66 whole entry, looked up): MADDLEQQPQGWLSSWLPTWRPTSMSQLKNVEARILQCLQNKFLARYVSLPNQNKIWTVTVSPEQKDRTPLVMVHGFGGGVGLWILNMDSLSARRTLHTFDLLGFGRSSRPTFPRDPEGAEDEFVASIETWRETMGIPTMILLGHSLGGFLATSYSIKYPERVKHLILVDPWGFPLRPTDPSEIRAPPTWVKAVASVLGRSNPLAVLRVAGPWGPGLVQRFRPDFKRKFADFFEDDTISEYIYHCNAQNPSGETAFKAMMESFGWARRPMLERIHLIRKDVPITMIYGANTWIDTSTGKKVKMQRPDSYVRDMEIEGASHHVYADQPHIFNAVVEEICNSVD
#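 Assay system: Wild-type mouse ABHD4 protein | Medium: HEPES pH 7.0 buffer, 150 mM NaCl, 0.01% Pluronic F-127 | Incubation: Enzyme–compound pre-incubation 45 min, then probe 60 min, both 25 °C | Technique: Fluorescence polarization with parallel and perpendicular emission, 525/598 nm | Evaluation: % inhibition of FP-Rh probe binding versus controls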
# SIAE inh: human SIAE inhibitors, primary screen, biochemical, fluorescence polarization, FP-Rh probe, 1536-well HTS | SIAE FP-Rh probe binding | Sialate O-acetylesterase (Homo sapiens), Q9HAT2 | inhibition, % at 9.66 µM | AID 1053197, 2014 | 0.69% of 370,000 active;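 active = inhibition above a cutoff: mean of compounds within the control limits plus 3 SD of those, cut at about 17% in these data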;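 note: 0% = plate median of compound wells and 100% = probe without SIAE protein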
# Target sequence (Q9HAT2 whole entry, looked up): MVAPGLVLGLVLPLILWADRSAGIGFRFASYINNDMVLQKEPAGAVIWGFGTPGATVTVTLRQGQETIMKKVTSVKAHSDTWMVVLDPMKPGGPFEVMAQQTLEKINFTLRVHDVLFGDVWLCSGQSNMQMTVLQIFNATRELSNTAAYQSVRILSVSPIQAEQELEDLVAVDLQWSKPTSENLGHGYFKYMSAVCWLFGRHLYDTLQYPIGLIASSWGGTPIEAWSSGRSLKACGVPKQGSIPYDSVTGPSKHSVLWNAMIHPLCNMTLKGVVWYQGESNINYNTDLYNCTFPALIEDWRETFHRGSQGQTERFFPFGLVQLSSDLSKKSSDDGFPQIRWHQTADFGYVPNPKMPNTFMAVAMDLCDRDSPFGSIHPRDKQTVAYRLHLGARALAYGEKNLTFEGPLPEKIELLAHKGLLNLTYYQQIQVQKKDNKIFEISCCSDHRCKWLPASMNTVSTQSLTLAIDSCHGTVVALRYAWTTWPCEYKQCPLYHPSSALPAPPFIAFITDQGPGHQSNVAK
# NR1D1 modulator: modulators of Rev-erb alpha DNA binding, primary screen, biochemical, FITC-DNA, fluorescence polarization, uHTS. Rev-erbα–FITC-DNA binding, 90 min. activity, % at 10 µM. 0.79% of 370,000 active. AID 1259318, 2017;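 active = activity above about 14%, limit read from the data; passing the limit was not always enough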;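 note: 0% = DMSO wells with 35 nM protein and 100% = DMSO wells with 750 nM protein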
# TDP2 absorb: human TDP2 enzyme inhibitors, primary screen, biochemical, epi absorbance, recombinant enzyme; T5PNP hydrolysis, p-nitrophenol absorbance 415 nm; AID 720702, 2013; inhibition, % at 12.8 µM; 0.34% of 370,000 active; Tyrosyl-DNA phosphodiesterase 2 (Homo sapiens), O95551;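 active = inhibition above the mean of all tested compounds plus 3 SD, set per campaign, cut at about 25% in these data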;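 note: 0% = DMSO with enzyme and 100% = buffer with substrate but no TDP2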
#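 Test system: human TDP2 enzyme; Input: 120 nM TDP2 per well; Buffer or medium: Mg2+-containing Tris-HCl buffer, pH 7.5; Reagent: 5 mM T5PNP; Dosing: 12.8 µM single point, 1% DMSO; Incubation: reaction 2 h, 37 °C; Detection: p-Nitrophenol epi absorbance; Read-out: % inhibition relative to enzyme-containing and enzyme-free wells; Replicates: single well per compound.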
# HTRA1 inhibitor: HTRA1 serine protease inhibitors, primary screen, biochemical, fluorescence polarization, HTS | Q92743 | recombinant HTRA1, FP-rhodamine activity-based probe | 0.5% of 340,000 active | inhibition, % at 5.96 µM; in the data active = inhibition above about 36%;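 note: 0% = enzyme with DMSO and 100% = wells lacking enzyme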
# Active calls of the source: *; . = no result given. This is a subset, so the mix of outcomes need not match the whole.
SMILES,PRMT1 FP inh,rCAG RNA binder,LEDGF integ inh,PG9 binder,TCR CD3 inh,mABHD4 FP,SIAE inh,NR1D1 modulator,TDP2 absorb,HTRA1 inhibitor
CCCC(=O)Nc1ccc(C(=O)Nc2ccc([N+](=O)[O-])cc2OC)cc1,2,2,-4,10*,0,6,-6,-2,-2,-16
O=C1C2C(C(=O)N1/N=C/c1cccc([N+](=O)[O-])c1)C1C=CC2C12CC2 (configuration not stated),1,1,2,-1.0,-12,-7,7,-2,-2,-3
Cc1ccc(CN(Cc2ccccc2)C(=S)NCC(=O)NCc2cccnc2)o1,33*,1,7,0.1,-1,3,-5,-5,-24,8
CCOC(=O)c1cnc(-c2ccccc2)nc1N1CCOCC1,0,-3,-3,1.6,-1,0,-2,-4,-1,4
COC(=O)c1cc(S(=O)(=O)N2CCC(c3ccccc3)C2)c[nH]1 (configuration not stated),0,-2,-1,-0.5,-3,0,-8,2,1,-1
O=C(COC(=O)c1cnccn1)NCCc1ccccc1,0,-1,-3,0.5,7,7,10,4,6,-4
CC(C)C[C@H](NC(=O)CCn1nnc2ccccc2c1=O)C(=O)O,2,-3,-1,-1.0,-7,2,-2,-5,0,6
CC1=C(C(=O)N(C(C)C)C(C)C)CC(CC(=O)NC2CC2)C(=O)N1Cc1ccccc1 (configuration not stated),2,-2,2,0.2,-1,6,0,4,-9,.
Cc1ccccc1OCCn1c(=O)sc2ccccc21,1,-2,1,0.6,-2,-4,3,4,-6,-11
C=C(C)c1cccc(C(C)(C)NC(=O)NC2CCCC2)c1,-4,-6,-1,2.1,0,3,4,-1,-6,-1
COc1ccc(C(=O)OCC(=O)N2CCc3ccccc3C2)cc1OC,3,0,-2,1.4,2,4,2,0,10,-1
CCCCn1c(O)c(C(CC)=Nc2ccc3c(c2)CCC3)c(=O)[nH]c1=O,0,-1,-5,0.0,2,-1,6,1,0,-3
Cc1cc(C)nc(NS(=O)(=O)c2ccc(N=NN(C)C)cc2)n1,4,0,0,0.4,-9,-6,1,0,6,7
O=C(NCc1ccc(F)cc1)C1Cc2ccccc2CN1C(=O)c1ccco1 (configuration not stated),-1,-1,2,0.6,2,4,0,-2,8,-8
NS(=O)(=O)c1ccc(-n2nncc2-c2ccco2)cc1,-1,10,12,-2.4,1,-9,-4,-3,-12,-5
CCCCC(=O)O[C@H]1CC[C@H]2[C@@H]3CCc4cc(O)ccc4[C@H]3CC[C@]12C,1,7,-1,-4.0,-8,-2,-12,-1,0,-24
O=C(Nc1ccccc1C(=O)N1CCOCC1)c1ccc(Cl)cc1,2,-2,3,1.0,-5,-3,2,2,3,3
COC(=O)[C@]12C[C@H](CC(=O)N3CCCCC3)C(=O)N(CCC3=CCCCC3)C1=C[C@H](COCc1ccccc1)O[C@@H]2C,0,3,-1,0.3,-1,2,6,3,2,.
Cc1nn(Cc2ccccc2)c(C)c1C(=O)N1CCN(S(=O)(=O)/C=C/c2ccccc2)CC1,-2,3,-2,-0.4,-1,-1,5,-12,9,-8
CCOc1ccccc1Oc1coc2cc(OCC(=O)O)ccc2c1=O,2,1,2,-0.3,3,0,4,0,11,-3
O=C(N/N=C\c1ccccn1)C1COc2cc3ccccc3cc2O1 (configuration not stated),-1,-1,-1,1.5,-4,-4,-2,3,-1,1
CCOc1ccc(NC(=O)CSc2nnc(Cc3cccn3C)n2-c2ccc(F)cc2)cc1,-2,-3,1,-1.8,3,-3,2,-2,8,-11
O=S(=O)(NC1CCCCCCC1)c1ccc(F)cc1,4,-6,2,0.2,0,1,3,-1,4,.
Cc1nc2c(nnn2Cc2c(Cl)cccc2Cl)c(=O)[nH]1,-3,0,3,-0.8,-4,-2,7,12,3,4
CC1CN(Cc2ccccc2)C(=S)N(c2ccccc2)C1=O (configuration not stated),-1,-2,-1,1.2,-2,5,-2,1,-3,0
CNc1nc(NN)nc(Nc2ccccc2)n1,-2,2,-1,-2.4,-4,1,-2,7,10,-20
COc1ccccc1NC(=O)Cn1c(O)c(N=NC(=O)c2ccccc2O)c2ccccc21,-2,9,0,-0.4,5,2,-30,-33,-2,-4
CCc1ccc(OC(=O)c2ccn(CC)n2)cc1,-5,-4,-2,0.7,3,12,1,-6,7,2
O=C(CCCN1C(=O)/C(=C/c2ccccc2OC(F)F)SC1=S)Nc1cccnc1,4,8,-3,-0.1,2,-6,0,-3,-15,-16
O=C(Nc1nnc(SCc2ccc(Cl)cc2)s1)c1ccco1,0,4,0,-0.5,-4,4,1,9,10,-4
Nc1nonc1C(=O)N/N=C/c1cc(Br)ccc1O,4,11,-3,-0.6,23*,15,-2,0,-9,.
CN(C)c1ccc(-c2nnc(-c3ccccc3F)o2)cc1,1,-1,-5,4.3,-2,5,1,-11,-11,2
CCOC(=O)c1ccc(NC(=O)c2ccc(CO)c(C(=O)NC3CCN(C(=O)OCC)CC3)c2)cc1,-4,-7,-1,1.2,1,1,0,-1,7,0
COc1nc(C)nc(C)c1Oc1ccc(Cl)cc1Cl,-1,-5,-3,0.1,-1,-2,9,1,5,.
O=[N+]([O-])c1cccc(N=Nc2ccc(O)cc2O)c1,-1,16,0,-4.6,10,15,10,15,3,14
CCc1ccc(C(=O)COC(=O)c2ccccc2OC)cc1,1,-5,1,-0.5,0,-7,-3,-6,0,-12
Nc1nc(SCC(=O)NN(c2ccccc2)c2ccccc2)n[nH]1,0,0,-3,-0.7,-5,4,6,-2,-2,-3
C[C@@H]1CN([C@@H](C)CO)C(=O)CCCn2nncc2CO[C@@H]1CN(C)C(=O)C1CC1,0,3,1,0.5,4,6,5,0,2,.
COc1cc([N+](=O)[O-])ccc1NC(=O)Cc1ccc(F)cc1,-2,1,0,-2.6,4,5,4,-2,9,-4
CCCNC(=O)C1(C)CCN(C(=O)COc2ccc(Cl)cc2Cl)C1 (configuration not stated),1,-2,1,3.0,-5,-3,-1,-2,6,.
COc1ccc(S(=O)(=O)N2CCCN(Cc3cccc(F)c3)CC2)cc1,-1,2,3,0.5,5,2,4,0,5,-8
CN(C(=O)COC(=O)/C=C/c1ccccc1[N+](=O)[O-])c1ccccc1,0,-6,0,-1.1,-1,3,14,-7,5,4
COC(=O)C[C@@H]1CC[C@@H]2[C@@H](COc3ccc(NS(=O)(=O)c4ccc(F)cc4)cc3C(=O)N2C)O1,3,4,-2,.,.,6,-4,6,0,.
O=C(Nc1ccc(N=Nc2ccccc2)cc1)c1ccc(Cl)cc1Cl,3,-2,-2,-0.2,-2,-1,0,-2,7,1
CCCc1cc(=O)oc2cc(C)cc(OCc3nn[nH]n3)c12,-2,5,3,0.4,1,10,-6,0,-6,3
Cc1cccc(N(CC(=O)NC(C)(C)C)C(=O)CS(=O)CC(=O)Nc2ccc3c(c2)OCO3)c1 (configuration not stated),3,-3,-10,1.6,3,-10,0,-8,-10,-1
Cc1ccc(Sc2cnn(-c3ccccc3)c(=O)c2Cl)cc1,-1,3,3,6.2,-4,-14,4,17,-3,24
Cc1nn(C)c(C)c1/C=C/C(=O)c1ccccc1,-3,-3,-1,0.9,6,-6,1,-3,6,4
CCN(CC)S(=O)(=O)c1ccc2c(c1)N(CC(=O)Nc1ccc(NC(C)=O)cc1)C(=O)CO2,3,-1,1,-0.7,3,-5,13,1,-1,2
COc1ccc(-n2c(SCC(=O)Nc3ccc(NC(C)=O)cc3)nc3c([nH]c4ccccc43)c2=O)cc1OC,1,10,0,-0.1,3,-1,-4,2,10,-5
COC(=O)Cn1cnc2c(nnn2-c2cccc(OC)c2)c1=O,2,0,-5,-1.7,0,4,-2,-1,8,0
Cc1ccccc1OCC(=O)Nc1ccccc1N1CCC(C)CC1,0,0,5,-1.0,5,0,1,-1,-4,-19
COc1cc(NC(=O)Cc2ccccc2)cc(OC)c1,0,-2,0,1.6,1,1,1,-2,1,-3
COCCSc1nnc(NC(=O)CCS(=O)(=O)Cc2ccccc2)s1,0,-2,-1,-1.3,8,3,4,-3,11,-5
C[C@H]1CN([C@@H](C)CO)S(=O)(=O)c2ccc(C#CC3CC3)cc2O[C@@H]1CN(C)S(C)(=O)=O,-2,4,-3,1.1,-2,-5,-1,-2,4,1
CCN(CC(=O)Nc1ccc(Br)cc1)C(=O)Cc1cccc(F)c1,4,4,-1,-1.0,5,-1,-6,-4,-5,-22
O=C(COC(=O)c1ccc(F)cc1)NC1CC1,0,1,0,-1.8,6,-7,-11,3,-3,5
O=C(NC1CC1)C1=C[C@@H](c2csc3ccccc23)C[C@@H](OCCCCO)O1,-1,4,3,-0.6,1,-4,-5,0,2,-8
Cc1cccc(C(=O)Nc2ccc(C(=O)N/N=C/c3cccnc3)cc2)c1,2,0,1,2.7,-6,-2,1,-3,-3,-5
COc1cc(N/C(=N/S(=O)(=O)c2ccccc2)c2ccccc2)ncn1,6,0,-3,-0.2,-1,-7,0,-5,-8,0

# Reformatted with two lines to a compound: part of the list above
# Values run as follows: PRMT1 FP inh, rCAG RNA binder, LEDGF integ inh, PG9 binder, TCR CD3 inh, mABHD4 FP, SIAE inh, NR1D1 modulator, TDP2 absorb, HTRA1 inhibitor
O=C(NC1CC1)C1=C[C@@H](c2csc3ccccc23)C[C@@H](OCCCCO)O1
 : -1, 4, 3, -0.6, 1, -4, -5, 0, 2, -8
Cc1cccc(C(=O)Nc2ccc(C(=O)N/N=C/c3cccnc3)cc2)c1
 : 2, 0, 1, 2.7, -6, -2, 1, -3, -3, -5

# Next part.
SMILES,PRMT1 FP inh,rCAG RNA binder,LEDGF integ inh,PG9 binder,TCR CD3 inh,mABHD4 FP,SIAE inh,NR1D1 modulator,TDP2 absorb,HTRA1 inhibitor
Cn1nc(C(C)(C)C)cc1C(=O)N1CCCCC1c1cc(C(=O)Nc2ccc(F)c(Cl)c2)no1 (configuration not stated),0,3,4,-1.2,-5,-15,-12,-3,-10,.
O=C(NCCN1CCCC1)c1ccc2c(c1)N(Cc1cccc(Cl)c1)C(=O)c1ccccc1S2(=O)=O,-7,11,3,-0.4,8,-12,-29,-2,3,-18
N#C/C(=C\C=C\c1ccccc1)C(=O)N1CCCC1,-9,-2,3,-1.8,8,2,-2,-3,-8,-2
COc1ccc2oc(C(=O)OCC(=O)NCCc3ccccc3)c(C)c2c1,-2,0,2,-0.7,6,-6,-8,11,2,-10
C/C(Cn1nnc2ccccc21)=N\NC(=O)c1cccc(Br)c1,2,1,1,-0.4,0,4,-5,0,-13,-9
C=C(C)CN1C(=O)C2(OCCO2)c2cc(Br)ccc21,-2,-5,-1,1.1,-7,-1,1,-2,8,.
N#Cc1ccsc1NC(=O)COC(=O)c1ccc(NC(N)=O)cc1,6,13,0,0.1,-5,-37,-61,-4,1,-23
